High-throughput results: PubChem, several laboratories
CSN inh – inhibitors of human CSN-mediated cullin deneddylation. Purified CSN, SCF-Nedd8-OG deneddylation, fluorescence polarization. inhibition, % at 12.5 µM. 360,000 tested, 0.38% active. Q92905;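 active = pattern-corrected inhibition above about 35%, with an unprinted fluorescence ratio check between 0.5 and 1.5, limit read from the data, passing the limit was not always enough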;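 also: 0% = enzyme with substrate and 100% = substrate without enzyme; some results filed as inactive read as strong as hits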
Target sequence (Q92905 whole entry, looked up, one chain of several): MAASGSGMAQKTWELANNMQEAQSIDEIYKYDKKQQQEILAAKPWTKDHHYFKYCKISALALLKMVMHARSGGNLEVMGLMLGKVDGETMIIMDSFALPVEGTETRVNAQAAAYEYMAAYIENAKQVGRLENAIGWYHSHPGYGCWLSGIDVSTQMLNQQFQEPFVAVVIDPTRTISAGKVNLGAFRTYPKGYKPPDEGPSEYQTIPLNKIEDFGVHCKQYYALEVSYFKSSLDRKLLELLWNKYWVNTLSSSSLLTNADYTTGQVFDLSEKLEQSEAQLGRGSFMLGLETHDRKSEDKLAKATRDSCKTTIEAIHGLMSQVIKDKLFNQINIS
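Material: purified human Csn5 enzyme expressed in HEK293T cells / Medium: Tris buffer pH 7.5, NaCl, DTT, Tween-20, trehalose, ovalbumin / Compound dosing: 12.5 µM single point / Schedule: 90 min incubation of compound, enzyme and substrate at room temperature / Signal: fluorescence polarization of the substrate / Control set: no-enzyme wells high, enzyme-with-substrate wells low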
LMPTP inh – LMPTP (human) inhibition. recombinant LMPTP-A, OMFP fluorogenic substrate, fluorescence intensity. inhibition, % at 20 µM. P24666. AID 651560. 360,000 tested, 0.22% active;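 active = compounds that cut the enzyme signal by at least half of the control window in the single-dose screen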;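 also: plate controls were DMSO wells with enzyme plus substrate for no effect and substrate without enzyme for full effect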
Target sequence (P24666 whole entry, looked up): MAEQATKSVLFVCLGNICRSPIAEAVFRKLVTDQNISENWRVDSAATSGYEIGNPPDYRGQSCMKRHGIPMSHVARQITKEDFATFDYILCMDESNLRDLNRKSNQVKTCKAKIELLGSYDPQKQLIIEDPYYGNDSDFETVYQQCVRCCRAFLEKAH
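test system = LMPTP-A | amount = 0.625 nM LMPTP-A final | reagent = fluorogenic phosphatase substrate OMFP at 400 µM final | incubation = 50 min at room temperature | benchmarks = no-enzyme low control, uninhibited high control | medium = Bis-Tris pH 6.0, DTT, detergent | signal = fluorescence intensity of OMFP turnover product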
DNMT1 inh – blocks human DNA methyltransferase DNMT1. inhibition (reported as % activation of signal), % at 10 µM. 360,000 tested, 0.83% active. DNMT1 molecular beacon, Hinp1I cleavage, fluorescence. P26358; in the data active = inhibition above about 50%
SUMO1 PPI mod – SUMO1-SIM interaction modulation; P63165; SUMO1 binding to a labelled peptide, TR-FRET, 1 h; inhibition, % at 20 µM; 360,000 tested, 0.33% active; AID 602429; in the data active = inhibition above about 37%
Target sequence (P63165 whole entry, looked up): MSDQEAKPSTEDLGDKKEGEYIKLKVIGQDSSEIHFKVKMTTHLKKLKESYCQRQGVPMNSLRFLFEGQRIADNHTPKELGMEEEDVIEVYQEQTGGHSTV
Rpn11 block – inhibitors of human proteasome Rpn11 | human 26S proteasome, Ub4-pepOG fluorescence polarization; 20S core pre-blocked with epoxomicin | calls only at 20 µM | O00487 | 360,000 tested, 0.59% active;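 active = inhibition at 20 µM, scaled to each plate's controls, above about 33%, limit read from the data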
Target sequence (O00487 whole entry, looked up): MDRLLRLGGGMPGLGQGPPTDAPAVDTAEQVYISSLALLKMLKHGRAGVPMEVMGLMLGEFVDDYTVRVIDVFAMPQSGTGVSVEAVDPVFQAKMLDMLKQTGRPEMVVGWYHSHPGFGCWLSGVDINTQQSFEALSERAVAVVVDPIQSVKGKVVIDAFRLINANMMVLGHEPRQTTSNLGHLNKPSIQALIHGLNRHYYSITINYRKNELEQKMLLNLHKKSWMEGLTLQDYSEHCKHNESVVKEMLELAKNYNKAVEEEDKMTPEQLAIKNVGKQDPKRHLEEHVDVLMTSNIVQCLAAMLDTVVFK
Scp1 inh – inhibitors of human Scp-1 phosphatase; Recombinant Scp1, phosphopeptide, malachite green phosphate absorbance; inhibition, % at 20 µM; 340,000 tested, 0.88% active;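 active = inhibition above about 50% at 20 µM, limit read from the data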;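 also: plate controls were DMSO wells with enzyme for no effect and wells lacking enzyme for full effect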
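Assay system: SCP-1 catalytic fragment, aa 76-261 | Buffer or medium: Tris acetate buffer pH 5.5 with MgCl2 and Tween-20 | Compound: One concentration, 20 µM, with 1.0% DMSO | Also added: Phospho 17-mer peptide substrate | Signal: Absorbance at 630 nm | Incubation: 45 min enzyme reaction at room temperature | Measure: % inhibition of SCP-1 phosphate liberation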
STEP inh – STEP (human) phosphatase inhibition. P54829. recombinant STEP, OMFP fluorogenic substrate, fluorescence. inhibition, % at 20 µM. 360,000 tested, 0.25% active. AID 588621;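 active = inhibition at 20 µM, scaled per plate between control wells, above about 37%, limit read from the data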;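 also: 0% = DMSO with enzyme and substrate and 100% = substrate only without enzyme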
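Material: STEP (striatal-enriched tyrosine phosphatase) enzyme, cell-free; Compound dosing: 20 µM single dose in 1% DMSO; Technique: fluorescence read at 480 nm ex / 540 nm em; Times: reaction 20 min, ambient temperature; Medium: 50 mM Bis-Tris pH 6.0 with 2.5 mM DTT and 0.005% Tween 20; Also added: OMFP at 25 µM.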
MsrA inhibitor – bovine MsrA inhibition; inhibition, % at 15.5 µM; purified bovine MsrA, absorbance read-out; 360,000 tested, 0.75% active; AID 651718; in the data active = inhibition above about 4.5%;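 also: 0% = vehicle wells with enzyme and 100% = reference inhibitor wells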
NadD block – inhibitors of Staphylococcus aureus NadD; purified NadD enzyme, colorimetric absorbance read-out; AID 602399; 360,000 tested, 0.78% active; inhibition, % at 20 µM; in the data active = inhibition above about 26%; also: some compounds past the cut are filed as inactive
TbMetRS inhib – blocks T. brucei methionyl-tRNA synthetase activity. purified T. brucei MetRS, ATP depletion, Kinase-Glo luminescence. inhibition, % at 11.9 µM. 360,000 tested, 0.4% active. AID 624268;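 active = inhibition above a per-plate cutoff of the control wells' mean inhibition plus 3 SD, cut at about 5.5% in these data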;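 also: 0% = DMSO wells median and 100% = median of wells with control inhibitor compound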
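assay system = parasite MetRS enzyme | timing = 15 min preincubation, 2 h reaction, all 25 °C | evaluation = percent inhibition relative to median high and low control wells | medium = HEPES buffer containing pyrophosphatase, BSA, spermine, DTT | compound = single dose, 11.9 µM final nominal, 0.9% final DMSO | detection = Kinase-Glo luminescence, ATP depletion format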
Numbers without * were called inactive. The list is partial; count on the stated rates, not on these rows.

Screening O=S(=O)(c1ccc(Cl)cc1)N1CCCC1c1cccnc1 (stereo not drawn) returned CSN inh 4.7, LMPTP inh -0.8, DNMT1 inh 1.0, SUMO1 PPI mod -0.9, Rpn11 block inactive, Scp1 inh -3.8, STEP inh -3.4, MsrA inhibitor -0.4, NadD block 0.9 and TbMetRS inhib 0.5.
`CCN1CCN(c2cc(N3CCCC3)c(F)cc2[N+](=O)[O-])CC1` gave CSN inh 1.8, LMPTP inh 3.7, DNMT1 inh -5.8, SUMO1 PPI mod -43.5, Rpn11 block inactive, Scp1 inh -23.8, STEP inh -0.4, MsrA inhibitor 0.1, NadD block -2.5 and TbMetRS inhib -0.8.
For C[C@]12CCC(=O)C=C1CCC1C2CC[C@@]2(C)C1CC[C@]2(C)O (stereo partly drawn) the results were CSN inh 2.9, LMPTP inh -0.6, DNMT1 inh 2.9, SUMO1 PPI mod 1.1, Rpn11 block inactive, Scp1 inh -2.2, STEP inh -0.9, MsrA inhibitor -0.7, NadD block 0.2 and TbMetRS inhib -0.2.
`CCOP(=O)(OCC)C(O)c1cccnc1` (stereo not drawn) gave CSN inh -4.1, LMPTP inh -3.0, DNMT1 inh -0.6, SUMO1 PPI mod -0.2, Rpn11 block inactive, Scp1 inh 0.1, STEP inh 2.2, MsrA inhibitor -0.2, NadD block -3.2 and TbMetRS inhib 1.7.
`CCOC(=O)C1(c2ccccc2)CCN(CC(O)c2ccc(NC(C)=O)cc2)CC1` (stereo not drawn) gave CSN inh 6.4, LMPTP inh -3.8, DNMT1 inh 3.0, SUMO1 PPI mod 2.4, Rpn11 block inactive, Scp1 inh -3.8, STEP inh -1.9, MsrA inhibitor 0.0, NadD block -4.0 and TbMetRS inhib -0.2.
For CCCCOCCCn1c(N)c(C(=O)OCCOC)c2nc3ccccc3nc21 the results were CSN inh 3.9, LMPTP inh 2.7, DNMT1 inh 51.9*, SUMO1 PPI mod 39.9*, Rpn11 block inactive, Scp1 inh 3.9, STEP inh 0.8, MsrA inhibitor 1.7, NadD block 6.3 and TbMetRS inhib 2.9.
Screening COc1ccc(C(=O)NC(=S)N2C[C@H]3C[C@H](C2)c2cccc(=O)n2C3)cc1OC returned CSN inh 3.2, LMPTP inh -0.7, DNMT1 inh -3.0, SUMO1 PPI mod 2.7, Rpn11 block inactive, Scp1 inh 1.4, STEP inh 1.7, MsrA inhibitor 0.3, NadD block 3.8 and TbMetRS inhib -0.5.
Screening CNC(=O)N(C)c1nnc(C(C)(C)C)s1 returned CSN inh -1.4, LMPTP inh -0.6, DNMT1 inh 0.1, SUMO1 PPI mod 0.3, Rpn11 block inactive, Scp1 inh -2.2, STEP inh -0.2, MsrA inhibitor 0.9, NadD block 0.9 and TbMetRS inhib -0.1.
For O=C(c1ccc2c(=O)n(Cc3ccc4c(c3)OCO4)c(=S)[nH]c2c1)N1CCC2(CC1)OCCO2 the results were CSN inh -3.4, LMPTP inh 1.1, DNMT1 inh -3.1, SUMO1 PPI mod 1.4, Rpn11 block inactive, Scp1 inh -2.7, STEP inh 3.3, NadD block 3.9 and TbMetRS inhib -1.3.
`Cc1ccc(-c2cc(-c3ccccc3)cc(-c3ccccc3)[n+]2-c2ccc(C(=O)O)cc2)cc1` gave CSN inh 0.4, LMPTP inh 0.2, DNMT1 inh 2.9, SUMO1 PPI mod -58.4, Rpn11 block inactive, Scp1 inh 19.9, STEP inh 2.7, MsrA inhibitor 1.5, NadD block 21.4 and TbMetRS inhib -0.4.
Nc1ncnc2c1ccn2[C@@H]1O[C@H](CO)[C@@H](O)[C@H]1O was read as CSN inh 3.8, LMPTP inh -1.0, DNMT1 inh 5.0, SUMO1 PPI mod 5.0, Rpn11 block inactive, Scp1 inh -4.0, STEP inh -1.3, MsrA inhibitor 0.4, NadD block -5.3 and TbMetRS inhib 0.6.
`CN1c2ccc([N+](=O)[O-])cc2CC2(C(=O)NC(=O)N(c3ccc(Br)cc3)C2=O)C1c1ccccc1` (stereo not drawn) gave CSN inh -4.5, LMPTP inh 3.3, DNMT1 inh -2.9, SUMO1 PPI mod -11.6, Rpn11 block inactive, Scp1 inh -12.2, STEP inh -0.7, MsrA inhibitor -1.1, NadD block 15.2 and TbMetRS inhib 3.0.
Screening O=C(CN1CCCCC1)NCC(=O)Nc1ccc(Br)cc1C(=O)c1ccccc1 returned CSN inh 1.9, LMPTP inh -1.5, DNMT1 inh 3.8, SUMO1 PPI mod -1.8, Rpn11 block inactive, Scp1 inh -1.7, STEP inh -4.7, MsrA inhibitor 1.4, NadD block -7.0 and TbMetRS inhib 0.2.
`CN1CC(C(=O)c2ccc(Cl)cc2)C(c2ccccc2)C1` (stereo not drawn) gave CSN inh -2.6, LMPTP inh -2.3, DNMT1 inh 1.5, SUMO1 PPI mod -4.5, Rpn11 block inactive, Scp1 inh -1.3, STEP inh -1.1, MsrA inhibitor -0.2, NadD block -9.7 and TbMetRS inhib -0.5.
For CCCCCCNc1nc(OC)nc(N2CC3CC(C2)c2cccc(=O)n2C3)n1 (stereo not drawn) the results were CSN inh 1.6, LMPTP inh -0.8, DNMT1 inh 17.8, SUMO1 PPI mod -1.0, Rpn11 block inactive, Scp1 inh -6.5, STEP inh 7.4, MsrA inhibitor 0.3, NadD block -0.7 and TbMetRS inhib 0.0.
Cc1ccc(C)c(NC2=NCCCS2)c1 was read as CSN inh 0.0, LMPTP inh -1.6, DNMT1 inh -0.3, SUMO1 PPI mod -2.1, Rpn11 block inactive, Scp1 inh -6.0, STEP inh -0.8, MsrA inhibitor -1.0, NadD block -4.5 and TbMetRS inhib -1.1.
`CCCCOC(=O)c1ccccc1C(=O)OCc1ccccc1` gave CSN inh 2.4, LMPTP inh 1.5, DNMT1 inh 1.9, SUMO1 PPI mod 4.5, Rpn11 block inactive, Scp1 inh -6.3, STEP inh 0.6, MsrA inhibitor 1.0, NadD block -2.0 and TbMetRS inhib -1.3.
O=c1[nH]c(=O)n(-c2cccc3ccccc23)c(O)c1/C=N/N1CCCCC1c1cccnc1 (stereo not drawn) was read as CSN inh 26.9, LMPTP inh -1.4, DNMT1 inh -0.6, SUMO1 PPI mod -1.1, Rpn11 block active, Scp1 inh -1.8, STEP inh 0.8, MsrA inhibitor -0.6, NadD block -0.9 and TbMetRS inhib -0.7.
For O=C(c1cn(Cc2ccccc2)c2ccccc12)C1CC1 the results were CSN inh -2.2, LMPTP inh 0.7, DNMT1 inh -0.3, SUMO1 PPI mod 1.5, Rpn11 block inactive, Scp1 inh -9.7, STEP inh 3.7, MsrA inhibitor -0.9, NadD block -9.8 and TbMetRS inhib 0.4.
COC(=O)[C@]1(C)C[C@H]1[C@H](NP(=O)(c1ccccc1)c1ccccc1)c1ccccc1 was read as CSN inh 3.6, LMPTP inh -1.7, DNMT1 inh -4.2, SUMO1 PPI mod 1.4, Rpn11 block inactive, Scp1 inh -3.5, STEP inh 2.0, MsrA inhibitor -0.8, NadD block -0.1 and TbMetRS inhib -0.3.
CSc1ncc(CN2CCCC(C(=O)c3ccccc3SC)C2)cn1 (stereo not drawn) was read as CSN inh 1.3, LMPTP inh 1.4, DNMT1 inh -1.8, SUMO1 PPI mod 2.4, Rpn11 block inactive, Scp1 inh -7.4, STEP inh 2.9, MsrA inhibitor 1.1, NadD block -6.4 and TbMetRS inhib 0.2.
Clc1ccc(OCC#CCN2CCCC2)cc1 was read as CSN inh -13.4, LMPTP inh -0.2, DNMT1 inh 1.5, SUMO1 PPI mod 2.0, Rpn11 block inactive, Scp1 inh -3.7, STEP inh -0.1, MsrA inhibitor -0.1, NadD block 2.7 and TbMetRS inhib -0.1.
`N#Cc1c(N2CCNCC2)nc(-c2ccco2)c2c1CCCC2` gave CSN inh -0.6, LMPTP inh -1.0, DNMT1 inh -0.3, SUMO1 PPI mod -9.8, Rpn11 block inactive, Scp1 inh -3.6, STEP inh -1.7, MsrA inhibitor 0.9, NadD block -8.0 and TbMetRS inhib -0.3.
Screening CCOP(=O)(OCC)C(NC(=O)c1ccccc1)C(Cl)(Cl)Cl (stereo not drawn) returned CSN inh -4.4, LMPTP inh 0.8, DNMT1 inh 0.6, SUMO1 PPI mod -1.7, Rpn11 block inactive, Scp1 inh -7.1, STEP inh -4.6, MsrA inhibitor -0.4, NadD block -6.6 and TbMetRS inhib -1.1.
For COc1ccc(CN2CCN(C(=O)COc3cccc(C)c3)CC2)c(OC)c1 the results were CSN inh -2.6, LMPTP inh -0.3, DNMT1 inh -6.4, SUMO1 PPI mod -0.4, Rpn11 block inactive, Scp1 inh 13.3, STEP inh 1.4, MsrA inhibitor 0.0, NadD block -8.6 and TbMetRS inhib -1.0.
For O=C(c1ccccc1)C(CN1CCCC1)c1ccccc1 (stereo not drawn) the results were CSN inh 2.5, LMPTP inh -6.5, DNMT1 inh 10.2, SUMO1 PPI mod -0.6, Rpn11 block inactive, Scp1 inh -1.8, STEP inh 1.9, MsrA inhibitor 0.3, NadD block -0.8 and TbMetRS inhib -0.3.
For COc1ccc(OCC(=O)N2CCN(Cc3ccc4c(c3)OCO4)CC2)cc1 the results were CSN inh -3.1, LMPTP inh -0.3, DNMT1 inh 3.3, SUMO1 PPI mod -0.2, Rpn11 block inactive, Scp1 inh -2.1, STEP inh 1.5, MsrA inhibitor 0.2, NadD block -2.8 and TbMetRS inhib -0.1.
Screening Cc1ccc2c(c1)C1CN(C)CCC1N2C(=O)Nc1cccc(Cl)c1 (stereo not drawn) returned CSN inh -0.5, LMPTP inh 1.0, DNMT1 inh -4.8, SUMO1 PPI mod -2.0, Rpn11 block inactive, Scp1 inh -3.4, STEP inh -1.9, MsrA inhibitor -0.2, NadD block -4.0 and TbMetRS inhib -0.7.

A run of entries from further up:
For O=C(c1ccccc1)C(CN1CCCC1)c1ccccc1 (stereo not drawn) the results were CSN inh 2.5, LMPTP inh -6.5, DNMT1 inh 10.2, SUMO1 PPI mod -0.6, Rpn11 block inactive, Scp1 inh -1.8, STEP inh 1.9, MsrA inhibitor 0.3, NadD block -0.8 and TbMetRS inhib -0.3.
For COc1ccc(OCC(=O)N2CCN(Cc3ccc4c(c3)OCO4)CC2)cc1 the results were CSN inh -3.1, LMPTP inh -0.3, DNMT1 inh 3.3, SUMO1 PPI mod -0.2, Rpn11 block inactive, Scp1 inh -2.1, STEP inh 1.5, MsrA inhibitor 0.2, NadD block -2.8 and TbMetRS inhib -0.1.
